PostGolgi ctrl: growth inhibition of yeast control strain, primary screen, counter-screen for post-Golgi transport modulator project; efflux-deficient yeast background strain, growth absorbance A615, 16 h; inhibition, % at 10 µM; actives 5% (n = 98,000); AID 738, 2007
PTPN22 act: LYP phosphatase activators, primary screen, biochemical, DiFMUP fluorescence, 2 µM; Tyrosine-protein phosphatase non-receptor type 22 (Homo sapiens), Q9Y2R2; recombinant LYP; 0 = plate median, 100 = signal doubled; activation, % at 2 µM; actives 0.11% (n = 96,000);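 active = activation at 2 µM above a set limit, the mean plus 5 SD, cut at about 37% in these data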
PTK2B oligo ant: antagonists of Pyk2 self-association, primary screen, Q293 cells, FERM NanoBiT luminescence, HTS | AID 1347419, 2020 | Protein-tyrosine kinase 2-beta (Homo sapiens), Q14289 | stronger effect = lower value | actives 0.83% (n = 99,000) | z-score (the deposit names both 25 µM and 10 µM);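 active = Z-score of -3 or lower, scaled per plate to the spread of control and sample wells; inactive = z-score above -3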;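 note: negative z-score means lost luminescence so less FERM oligomerization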
CYP2C9 act: human CYP2C9 activators, primary screen, biochemical, luminescence; Cytochrome P450 2C9 (Homo sapiens), P11712; recombinant CYP2C9, luciferin-H conversion; stronger effect = higher value; factor 1 = untreated enzyme, 0 = blocked; activation factor at 5 µM; actives 1.4% (n = 96,000);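 active = activation factor of 2 or more for CYP2C9 at a 5 µM dose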;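 note: 0 = sulfaphenazole-blocked wells and 1 = vehicle-only wells; values of inactives mirror those of a sister screen read the other way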
Ecoli WT expand: growth inhibitors of wild-type E. coli, primary screen, strain BW25113, expanded library, OD600 | OD600 absorbance | growth inhibition, % at 100 µM | actives 0.15% (n = 98,000) | AID 710, 2007;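 active = growth inhibition above about 50% at one test dose, limit read from the data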;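 note: growth measured after 20 h incubation at 37 °C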
LYP inh 2: PTPN22 phosphatase inhibitors, primary screen, biochemical, DiFMUP fluorescence, 2 µM | inhibition, % at 2 µM | Tyrosine-protein phosphatase non-receptor type 22 (Homo sapiens), Q9Y2R2 | recombinant LYP catalytic domain | actives 0.21% (n = 96,000);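 active = inhibition at 2 µM at or above a set limit, the screen mean plus 3 SD, cut at about 24% in these data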;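 note: 0% = DMSO with enzyme and 100% = enzyme fully blocked by orthovanadate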
PostGolgi yeast: phenotypic screen on post-Golgi transport, primary screen. inhibition, % at 10 µM. post-Golgi transport phenotypic cell assay. AID 739, 2007. actives 0.9% (n = 98,000);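 note: yeast cells grown in 1536-well plates; yeast grown about 18 h at 30C before absorbance read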
hDAT+cocaine: changed hDAT dopamine uptake under cocaine IC80, either direction, primary screen, cocaine antagonist project, cell-based, LLC-PK1 hDAT, [14C]-dopamine uptake, MLSMR; B-score at 10 µM; actives 1.3% (n = 110,000); Sodium-dependent dopamine transporter (Homo sapiens), Q01959; LLC-PK1 hDAT cells, [14C]-dopamine uptake with cocaine IC80; actives deviate in either direction;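 active = Z score or B-score, a plate-position-corrected score, falls beyond the plate's 99.7% confidence bounds, in either direction; inactive = both scores lie inside the 99.7% bounds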;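 note: scored against the spread of the other compound wells on the same plate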
Target sequence (Q01959 whole entry, looked up): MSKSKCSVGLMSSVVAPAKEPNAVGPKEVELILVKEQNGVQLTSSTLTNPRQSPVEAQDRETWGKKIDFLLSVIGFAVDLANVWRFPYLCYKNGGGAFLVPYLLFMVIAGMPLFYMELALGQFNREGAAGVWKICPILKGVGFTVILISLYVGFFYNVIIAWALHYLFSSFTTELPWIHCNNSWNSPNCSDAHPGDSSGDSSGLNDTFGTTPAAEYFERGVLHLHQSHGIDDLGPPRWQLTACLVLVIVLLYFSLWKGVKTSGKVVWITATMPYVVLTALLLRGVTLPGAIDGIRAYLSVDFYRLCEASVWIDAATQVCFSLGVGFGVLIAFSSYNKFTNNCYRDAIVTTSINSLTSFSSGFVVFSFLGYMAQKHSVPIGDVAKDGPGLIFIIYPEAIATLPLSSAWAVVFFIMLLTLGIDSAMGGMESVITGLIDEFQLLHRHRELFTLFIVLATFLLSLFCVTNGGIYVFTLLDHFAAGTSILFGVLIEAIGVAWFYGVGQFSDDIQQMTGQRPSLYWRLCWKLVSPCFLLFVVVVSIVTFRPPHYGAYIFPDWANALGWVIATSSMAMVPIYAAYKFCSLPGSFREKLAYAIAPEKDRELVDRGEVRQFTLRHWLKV
CYP2C9 inh: blockers of cytochrome P450 2C9 activity – biochemical, luminescence, ADME assay, primary screen; CYP2C9 Supersomes, luciferin-H conversion; inhibition, % at 5 µM; actives 20% (n = 96,000); AID 777, 2007;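 active = blocking of liver enzyme CYP2C9 beyond about 50% at 5 µM, limit read from the data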; note: values of inactives mirror those of a sister screen read the other way
* marks the source's active call; other numbers are inactive results; / = not tested or not shown. Cut-off read from the data, not from the text of the source, unless noted: active = inhibition above about 30%; inactive = the rest.

SMILES | PostGolgi ctrl | PTPN22 act | PTK2B oligo ant | CYP2C9 act | Ecoli WT expand | LYP inh 2 | PostGolgi yeast | hDAT+cocaine | CYP2C9 inh
Cc1ccc(C(=O)NNC(=O)OC(C)(C)C)c(Cl)c1 | -3 | -7 | -0.1 | 1 | -2 | 7 | -3 | -1.1 | 2
CNC(=O)c1ccsc1NC(=O)c1ccc(Cl)s1 | 24 | 5 | / | 0.3 | -11 | -9 | -2 | -0.16 | 68*
NS(=O)(=O)c1cc(C(=O)OCC(=O)NC2CC2)ccc1Cl | 19 | -2 | 1.1 | 1.4 | 3 | 5 | 4 | 0.046 | -40
COc1ccc(C2=NN3C(=O)c4c(ccc(OC)c4OC)C3C2)cc1 (centres undefined) | 4 | 5 | -1.3 | 1.3 | 5 | -1 | 23 | 1 | -32
O=C(CC(c1ccc(F)cc1)c1ccco1)N1CCCC1 (centres undefined) | 15 | / | 0.82 | 0.8 | -2 | / | 5 | -0.8 | 17
O=C(NCCN1CCOCC1)c1noc2c1CCc1ccccc1-2 | 2 | / | 0.39 | 1.6 | 9 | / | -4 | 0.01 | -56
CCOc1cc(S(=O)(=O)NCC2OCCc3ccccc32)c(OCC)cc1-n1cnnn1 (centres undefined) | 7 | / | 0.8 | 0.5 | -8 | / | 5 | 0.39 | 51*
CCCC(=O)N(Cc1cc2ccccc2[nH]c1=O)c1ccccc1OC | 7 | 4 | -0.37 | 0.1 | 2 | -3 | 8 | -0.084 | 87*
CCN=C1SC(C(=O)Nc2cccc(OCC)c2)CC(=O)N1CC (centres undefined) | 9 | 10 | 1.2 | 1 | -2 | -10 | -2 | -0.16 | 4
CN(C)c1ccc(NC(=O)c2sc(SCC(=O)Nc3nccs3)nc2N)cc1 | 7 | -5 | -0.31 | 0.7 | -10 | 2 | -2 | -0.59 | 33
O=C1CCCN1CN(C(=O)c1ccc2c(c1)OCO2)c1cccc(Cl)c1 | 0 | 0 | -0.2 | 1 | 0 | -3 | 7 | -0.94 | 4
Cc1nnc(NC(=O)c2ccc(S(=O)(=O)N(C)Cc3ccccc3)cc2)o1 | 11 | 5 | -1.5 | 0.2 | -1 | -7 | 0 | -0.4 | 78*
COc1cccc(CNc2nc3ccccc3n2CCN2CCCCC2)c1 | 6 | -4 | 0.99 | 0.5 | 19 | 3 | 20 | 1.1 | 52*
CC(=O)c1ccc(OCCCC(=O)OCC(=O)N2CCN(c3ccccc3)CC2)cc1 | -1 | 3 | 0.65 | 0.8 | 2 | -4 | -1 | 0.24 | 16
CCN(CC)CC(O)COc1ccc2c(c1)OCO2 (centres undefined) | -4 | -1 | 1 | 1 | 6 | 3 | 2 | -0.53 | 0
COc1ccc(NC(=O)c2ccc(COc3ccccc3Br)o2)cc1OC | 16 | 3 | 0.22 | 0.3 | -12 | -5 | -5 | 1.5 | 73*
CCOC(=O)C(C#N)c1ccccn1 (centres undefined) | 9 | 4 | 0.36 | 1.5 | 3 | 0 | 5 | -0.94 | -48
COC(=O)c1sccc1NC(=O)c1cc(-c2cccc(C)c2)nc2ccccc12 | 0 | -5 | 0.82 | 1.1 | -21 | 6 | -1 | -0.76 | -12
CCc1ccc(-c2nc(CN3CCC(C(=O)NCCc4ccc(OC)c(OC)c4)CC3)c(C)o2)cc1 | 6 | 2 | 0.29 | 0.6 | 5 | -4 | -4 | 0.074 | 38
CCC(C)(C(=O)NC1CCCCC1)N(Cc1ccco1)C(=O)c1cnccn1 (centres undefined) | 0 | 2 | -0.05 | 0.9 | 3 | -2 | 2 | -2.1 | 6

Next section, starting with the last 6 of the part before.
SMILES | PostGolgi ctrl | PTPN22 act | PTK2B oligo ant | CYP2C9 act | Ecoli WT expand | LYP inh 2 | PostGolgi yeast | hDAT+cocaine | CYP2C9 inh
CCN(CC)CC(O)COc1ccc2c(c1)OCO2 (centres undefined) | -4 | -1 | 1 | 1 | 6 | 3 | 2 | -0.53 | 0
COc1ccc(NC(=O)c2ccc(COc3ccccc3Br)o2)cc1OC | 16 | 3 | 0.22 | 0.3 | -12 | -5 | -5 | 1.5 | 73*
CCOC(=O)C(C#N)c1ccccn1 (centres undefined) | 9 | 4 | 0.36 | 1.5 | 3 | 0 | 5 | -0.94 | -48
COC(=O)c1sccc1NC(=O)c1cc(-c2cccc(C)c2)nc2ccccc12 | 0 | -5 | 0.82 | 1.1 | -21 | 6 | -1 | -0.76 | -12
CCc1ccc(-c2nc(CN3CCC(C(=O)NCCc4ccc(OC)c(OC)c4)CC3)c(C)o2)cc1 | 6 | 2 | 0.29 | 0.6 | 5 | -4 | -4 | 0.074 | 38
CCC(C)(C(=O)NC1CCCCC1)N(Cc1ccco1)C(=O)c1cnccn1 (centres undefined) | 0 | 2 | -0.05 | 0.9 | 3 | -2 | 2 | -2.1 | 6
O=[N+]([O-])c1ccc(Cl)cc1Sc1cccc2cccnc12 | / | 5 | -0.61 | / | / | -4 | / | 1.2 | /
O=C(O)/C=C/c1cn(-c2ncc(C(F)(F)F)cc2Cl)c2ccccc12 | 11 | -2 | -0.2 | 1 | 6 | 5 | 13 | 0.65 | -3
CCOc1ccc(-c2nc(CSc3nncs3)cs2)cc1OC | 7 | -7 | 0.01 | 0.9 | 3 | 6 | 4 | -0.43 | 7
O=C(c1ccccc1Cl)N1CCc2ccccc2C1 | 8 | 4 | 0.23 | / | -12 | -4 | -9 | 0.87 | /
Cc1cc(N=Cc2c(O)n(-c3ccc4c(c3)OCO4)c(=O)c3ccccc23)ccn1 | 30* | -2 | -0.61 | 0.4 | -1 | 0 | 0 | -0.7 | 60*
Cc1ccc(C2C(=O)N(C3CCC(C)CC3)CC(=O)N2C2CC2)cc1 (centres undefined) | 2 | 2 | 1.2 | 1.9 | -12 | -3 | 6 | 0.67 | -89
CCOC(=O)c1[nH]c(C)c(/C(O)=C2\C(=O)C(=O)N(CCCN3CCOCC3)C2c2cccnc2)c1C (centres undefined) | -5 | 11 | 0.63 | 1 | 6 | -12 | -9 | -0.067 | -2
CCOc1ccc2nc(NC(NC(=O)CC)(C(=O)OC)C(F)(F)F)sc2c1 (centres undefined) | -5 | / | 0 | 0.6 | 1 | / | -7 | -0.47 | 44
O=C(NC1CCCCC1)c1ccc(S(=O)(=O)N2CCOCC2)cc1 | -1 | 5 | 0.53 | 1 | 4 | -7 | -5 | -1 | 0
CC(=O)Nc1ccc(S(=O)(=O)NNC(=O)c2cccc3ccccc23)cc1 | 0 | 1 | 0.89 | 0.4 | 0 | -1 | 0 | 0.87 | 62*
CC(C)C(=O)Nc1cccc(NC(=O)c2cc3ccccc3o2)c1 | 6 | -6 | -0.43 | 0.5 | -2 | 4 | -3 | 1 | 45
CCOC(=O)C(Cc1ccccc1)NC(=O)Cn1nnc(-c2ccccc2)n1 (centres undefined) | 8 | 2 | -0.26 | 0.6 | -1 | -2 | 2 | -0.057 | 36
CCn1c(SCC(=O)Nc2ccc(OC)c(OC)c2)nnc1-c1cccs1 | 12 | / | 0.52 | 0.9 | -10 | / | 4 | -0.0078 | 7
Cc1oc(-c2ccccc2)cc1C(=O)Nc1ccc(N(C)C)cc1 | -7 | -4 | -0.3 | 1 | 2 | 6 | -6 | 1.8 | 1
Cc1cnc(C(=O)OCC(=O)NC23CC4CC(CC(C4)C2)C3)cn1 | 16 | -8 | 0.17 | 0.7 | -2 | 10 | -1 | 0.075 | 31
COCCN(C(=O)Nc1ccc(OC)cc1OC)C1CCN(C(C)=O)CC1 | -1 | 2 | 2.5 | 1 | 0 | -2 | 5 | -1.1 | 1
Cc1nc2ccc(NC(=O)c3sccc3C)cc2s1 | 6 | 5 | -0.9 | 1 | -9 | -5 | 6 | 0.96 | 1
CCCCCC(=O)Nc1ccc(S(=O)(=O)Nc2nccnc2OC)cc1 | -2 | -1 | 0.94 | 1.1 | 6 | -1 | -1 | -1.1 | -6
COc1ccc(CNC(N)=O)cc1 | / | 3 | 0.49 | / | / | -2 | / | -0.23 | /
Cc1cc(=O)[nH]c(N2CCCC2)n1 | 10 | -1 | 0.87 | 0.9 | 1 | -1 | -1 | -0.73 | 6
CS(=O)(=O)N1CCC(C(=O)c2cccc(Cl)c2)CC1 | 1 | -4 | -0.17 | 0.7 | 1 | 4 | 3 | -1.5 | 33
CCN1C(=O)/C(=C/c2cn(C)nc2C)SC1=S | 4 | 11 | 0.18 | 1.1 | -7 | -16 | 4 | -0.94 | -10
COc1ccc(C(=O)n2ccc(C)n2)cc1Br | 6 | -9 | / | 0.8 | 3 | 9 | -7 | / | 24
CCNC(=O)Cc1ccc(NS(=O)(=O)c2ccc(F)cc2)cc1 | -17 | -3 | 0.32 | 0.5 | 8 | 2 | 11 | -0.16 | 53*
COc1ccc(NC(=O)C2CC(c3cc(OC)c(OC)c(OC)c3)=NO2)cc1OC (centres undefined) | -6 | -13 | -0.42 | 0.7 | 1 | 13 | -9 | 1.5 | 34
CCOC(=O)C1CCN(c2ncnc3nc[nH]c23)CC1 | 22 | / | / | 1.1 | -4 | / | -9 | 0.12 | -8
Cc1c(NC(=O)c2ccccc2NS(=O)(=O)c2ccc(F)cc2)c(=O)n(-c2ccccc2)n1C | -5 | 11 | 0.45 | 0.5 | -5 | -16 | -8 | 0.53 | 52*
CC1CCCCN1S(=O)(=O)c1ccc(S(=O)(=O)N2CCN(c3ccccc3)CC2)cc1 (centres undefined) | 2 | 8 | 1.2 | 0.9 | -2 | -11 | 13 | 0.0059 | 14
CCOCCOC(=O)c1[nH]c2c(c1C)C(=O)CC(c1ccc(N(C)C)cc1)C2 (centres undefined) | 3 | 4 | / | 0.1 | 2 | -6 | -6 | -0.42 | 85*
Cc1ccc2nc(/C(C#N)=C\c3cc(C)n(-c4cccc([N+](=O)[O-])c4)c3C)[nH]c2c1 | 25 | -5 | -0.06 | 0.2 | -14 | 7 | 28 | 0.47 | 84*
Cc1ccc(-n2c(N)c(-c3nc4ccccc4n3C)sc2=S)cc1 | 6 | 5 | 1.8 | 0.8 | -5 | -5 | -7 | -1.4 | 16
O=c1/c(=C/c2ccco2)sc2n1CN(c1ccccc1)CN=2 | 6 | -7 | -0.2 | 0.9 | -2 | 8 | -1 | -0.16 | 8

Results in LYP inh 2, hDAT+cocaine and Ecoli WT expand, for some of the entries so far:
canonical_smiles | LYP inh 2 | hDAT+cocaine | Ecoli WT expand
CS(=O)(=O)N1CCC(C(=O)c2cccc(Cl)c2)CC1 | 4 | -1.5 | 1
CCN1C(=O)/C(=C/c2cn(C)nc2C)SC1=S | -16 | -0.94 | -7
COc1ccc(C(=O)n2ccc(C)n2)cc1Br | 9 | / | 3
CCNC(=O)Cc1ccc(NS(=O)(=O)c2ccc(F)cc2)cc1 | 2 | -0.16 | 8
